High-throughput results deposited in PubChem BioAssay by several laboratories.
Rad51 HR inh = Rad51 (human) homologous recombination inhibition | Q06609 | hRad51 DNA strand exchange, fluorescence dequenching | inhibition, % at 10 µM | 0.085% of 200,000 active;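 active = inhibition above 40% at the single screening dose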;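 note: 0% = DMSO control wells and 100% = blanks with heterologous ssDNA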
Target sequence (Q06609 whole entry, looked up): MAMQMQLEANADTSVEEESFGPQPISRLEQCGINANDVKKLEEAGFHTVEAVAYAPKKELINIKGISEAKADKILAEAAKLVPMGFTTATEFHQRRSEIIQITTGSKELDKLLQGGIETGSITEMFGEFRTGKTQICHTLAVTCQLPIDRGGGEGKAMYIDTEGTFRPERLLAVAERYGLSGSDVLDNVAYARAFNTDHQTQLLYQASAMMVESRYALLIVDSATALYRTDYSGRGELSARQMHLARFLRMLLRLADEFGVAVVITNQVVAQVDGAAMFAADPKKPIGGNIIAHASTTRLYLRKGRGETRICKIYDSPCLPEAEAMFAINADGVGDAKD
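Test system – preformed human Rad51 ssDNA filaments · Reagent – Donor/quencher-labelled 47-bp dsDNA substrate · Incubation – 37 °C 15-min filament assembly, 30-min compound preincubation, 15-min exchange · Signal – FRET fluorescence dequenching, excitation 485 nm, emission 520 nm · Read-out – percent inhibition from fluorescence, normalised to plate control and blank means · Benchmarks – plate control and blank wells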
FXIa inh 1536 = inhibitors of human coagulation factor XIa | P03951 | AID 798 | 0.14% of 220,000 active | inhibition, % at 5 µM | purified FXIa, Boc-Glu-Ala-Arg-AMC fluorogenic substrate;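 active = inhibition of at least 40%; inactive = inhibition below 40%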;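 note: fluorescence of freed AMC excited at 355 nm; 0% = enzyme without compound and 100% = no enzyme blank; many of its hits are not listed in these tables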
zVAD death inh = blocks zVAD induced death of L929 cells | L929 zVAD necroptosis rescue, ATP luminescence, 24 h; with zVAD 60 µM | 0.38% of 220,000 active | AID 1377 | viability rescue, % at 10 µM;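 active = activation, scaled between plate controls, above about 75%, limit read from the data; inactive = activation under that limit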;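 note: 0% = zVAD with DMSO and 100% = DMSO alone without zVAD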
TNF necrop inh = blocks TNF-alpha induced death of Jurkat FADD-/- cells | Jurkat FADD-/- TNF necroptosis rescue, ATP luminescence, 24 h; 0 = TNF only, 100 = no-TNF cells | activation (protection from cell death), % at 10 µM | 0.068% of 220,000 active | AID 463075;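 active = activation, meaning protection from cell death, of at least 50% relative to plate controls; inactive = activation below 50%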;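 note: necroptosis triggered by 40 ng/mL TNF-alpha added together with compound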
FXIIa inh = blocks human coagulation factor XIIa protease activity; P00748; purified FXIIa, Boc-QGR-AMC fluorogenic substrate, 2 h; inhibition, % at 5 µM; 0.3% of 220,000 active; in the data active = inhibition above about 40%;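 note: 0% = enzyme with no compound and 100% = blank without enzyme; many of its hits are not listed in these tables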
Target sequence (P00748 20-372 limits assumed): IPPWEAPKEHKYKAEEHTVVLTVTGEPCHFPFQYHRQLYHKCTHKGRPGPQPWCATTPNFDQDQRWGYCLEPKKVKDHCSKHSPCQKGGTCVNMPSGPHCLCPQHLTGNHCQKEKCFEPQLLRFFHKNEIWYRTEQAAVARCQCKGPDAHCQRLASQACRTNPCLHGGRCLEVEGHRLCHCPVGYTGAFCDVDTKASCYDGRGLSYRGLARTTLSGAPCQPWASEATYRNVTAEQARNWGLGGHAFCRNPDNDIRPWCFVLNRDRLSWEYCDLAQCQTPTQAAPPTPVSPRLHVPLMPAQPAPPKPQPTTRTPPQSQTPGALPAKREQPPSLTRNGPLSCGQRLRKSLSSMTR
Target sequence (P00748 373-615 limits assumed): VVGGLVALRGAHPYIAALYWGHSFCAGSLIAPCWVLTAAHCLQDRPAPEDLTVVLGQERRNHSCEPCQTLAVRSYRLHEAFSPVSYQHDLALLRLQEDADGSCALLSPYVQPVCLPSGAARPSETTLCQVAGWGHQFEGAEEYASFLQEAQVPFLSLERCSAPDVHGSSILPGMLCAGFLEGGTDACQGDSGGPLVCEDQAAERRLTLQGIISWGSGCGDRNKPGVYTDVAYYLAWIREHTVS
thrombin 1536 = blocks human thrombin protease activity. P00734. alpha-thrombin, Boc-VPR-AMC fluorogenic substrate cleavage. inhibition, % at 5 µM. 0.26% of 220,000 active. AID 1046;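 active = inhibition at or above 40%; inactive = inhibition below 40%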;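 note: 0% = enzyme with no compound and 100% = wells without enzyme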
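Assay system: human alpha-thrombin enzyme. Reagent: Boc-VPR-AMC substrate, 15 µM final. Compound dosing: one concentration per compound, 5 µM, with 0.2% DMSO. Incubation: room-temperature reaction. Technique: AMC fluorescence, 355/460 nm. Measure: % inhibition relative to enzyme controls and enzyme-free blanks.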
KCC2 mod = KCC2 (human) Cl- transport modulation; 2.2% of 190,000 active; B-score of Tl+ flux slope (higher = more flux/activation; lower = inhibition) at 10 µM; Q9H2X9; KCC2 cells, thallium flux FluoZin-2 fluorescence; AID 1456;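 active = thallium flux slope and its plate-corrected score both differing from the plate sample mean at a set confidence after two filtering rounds, in either direction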;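 note: slope of fluorescence scaled to starting intensity during 10 to 20 s after thallium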
Hck-Nef inh = inhibitors of human Hck kinase activated by Nef | 0.68% of 220,000 active | Recombinant Hck-YEEI plus Nef, Z-Lyte FRET kinase assay | inhibition, % at 20 µM | P08631;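 active = Hck-Nef kinase inhibition above about 50%, limit read from the data; inactive = inhibition below that limit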;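 note: 0% = DMSO with Hck plus Nef and 100% = Hck alone without Nef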
KLK5 inh = blocks human kallikrein 5 protease activity. Q9Y337. recombinant hK5, fluorogenic AMC substrate cleavage. inhibition, % at 5 µM. 0.59% of 210,000 active. AID 873;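 active = inhibition of 40% or more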;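 note: 0% = enzyme controls without compound and 100% = no-enzyme blanks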
Numbers without * were called inactive; . = no result given. A portion of the library; rates above refer to the full screens.

Below each SMILES: Rad51 HR inh | FXIa inh 1536 | zVAD death inh | TNF necrop inh | FXIIa inh | thrombin 1536 | KCC2 mod | Hck-Nef inh | KLK5 inh
> O=C(NC1CCCCCC1)C1C2C=CC3(CN(Cc4cccnc4)C(=O)C13)O2 (stereo unspecified)
  -1 | 0 | 0.4 | 2.1 | 8 | -7 | 1.4 | 18 | -2
> CC(C)C(=O)Nc1nnc(-c2ccccc2)o1
  1 | 6 | -0.1 | 0.3 | 10 | -2 | 0.8 | 1 | -1
> COC(=O)C1=CN(CCOC23CC4CC(CC(C4)C2)C3)C=C(C(=O)OC)C1c1ccsc1
  -4 | 0 | 1.5 | 2.6 | 3 | . | -0.025 | 70* | -4
> O=C(O)CCC(=O)N1CCc2cc(S(=O)(=O)N3CCC(Cc4ccccc4)CC3)ccc21
  -4 | -7 | 1.1 | 1.1 | -2 | -3 | -1.2 | 3 | -3
> COc1ccc(N/C=C(\C2OC(=O)c3ccccc32)[N+](=O)[O-])cc1 (stereo unspecified)
  3 | 0 | 1.1 | -5.8 | 7 | -2 | -0.73 | -5 | 3
> CCSC(=O)NC1CCCCC1
  -3 | 4 | -0.6 | 4.0 | 17 | 4 | 0.82 | 15 | 5
> NC(=O)C1CCN(Cc2nc3cc(C(F)(F)F)ccc3c(=O)[nH]2)CC1
  13 | -4 | 0.4 | 2.3 | 4 | -3 | -0.71 | 12 | -2
> CCC(C)(C)n1nnnc1C(c1ccc(OC)c(OC)c1)N1CCN(c2cccc(OC)c2)CC1 (stereo unspecified)
  . | -4 | -0.1 | 1.3 | -4 | -11 | 0.75 | 0 | -14
> O=C(NCc1ccc2c(c1)OCO2)c1ccco1
  . | 4 | -1.1 | -0.1 | 8 | -6 | -0.42 | 12 | -1
> CCNc1nc(Oc2ccc(=O)n(-c3ccccc3)n2)nc(N(C)C)n1
  2 | -1 | 0.8 | 2.0 | 14 | 1 | -0.49 | -2 | 7
> COc1ccc(S(=O)(=O)N2CCOCC2)cc1NC(=O)CO/N=C/c1ccccc1OC(F)F
  . | 12 | 0.6 | 6.7 | 20 | 5 | 1.1 | -41 | -3
> CC1CCN(CC(=O)N2c3ccccc3CC2C)CC1 (stereo unspecified)
  . | -1 | 0.3 | 2.0 | 8 | -2 | -0.87 | 8 | .
> COc1ccc(C2CC2/C(C)=N/OC(=O)c2cccs2)cc1 (stereo unspecified)
  6 | 1 | 0.3 | 1.0 | 16 | 4 | -2 | -3 | -3
> O=C1Nc2ccccc2C1(O)Cc1ccncc1 (stereo unspecified)
  -4 | 19 | 0.0 | -2.0 | 31 | 0 | -0.073 | -2 | -11
> O=c1[nH][nH]c2c(N=Cc3ccccc3O)ccc(F)c12
  0 | 1 | -0.6 | -13 | 8 | -1 | -1.7 | 60* | 1
> Cc1ccc(-n2nc(C)c3c(C)onc3c2=O)cc1
  1 | -2 | 0.1 | -0.5 | 4 | -4 | 0.35 | 1 | 10
> N=C(c1cccc([N+](=O)[O-])c1)N1CCCCC1
  2 | -3 | 0.1 | -0.8 | 6 | -11 | 1.4 | 15 | 0
> O=C(/C=C/Nc1ccc([N+](=O)[O-])cc1)c1ccc(Br)cc1
  -4 | 3 | 3.6 | 0.7 | 5 | -7 | 0.38 | 5 | -5
> O=C(c1cccs1)N1C(=O)c2cccc3cccc1c23
  3 | -3 | 2.1 | -1.3 | -2 | 2 | -0.45 | 1 | -19
> CCn1c(Cc2ccc(OC)cc2)nnc1SCc1nc2ccccc2c(=O)[nH]1
  6 | 3 | 1.2 | 2.3 | 1 | -10 | -0.32 | -2 | 0
> CCOc1cc(-c2ccc(N)c(OCC)c2)ccc1N
  -51 | -1 | -0.5 | -1.2 | 7 | -4 | 0.13 | -8 | 3
> Cc1ccccc1C(=O)Oc1ccccc1N1C(=O)C2CC=CCC2C1=O (stereo unspecified)
  -4 | -4 | 0.9 | 1.5 | 2 | -16 | 0.033 | 0 | -25
> O=C(COc1ccc(Br)cc1F)N1CCN(c2ncccn2)CC1
  3 | 6 | 0.1 | -0.9 | 14 | 8 | -0.77 | 14 | 20
> CCOC(=O)NC(Nc1ccc(OC)cc1)(C(F)(F)F)C(F)(F)F
  -5 | -5 | -0.4 | 0.8 | 2 | -12 | 0.42 | 5 | -23
> CSc1cc(-c2ccccc2)n(C)c(=O)c1C#N
  -4 | 1 | 1.6 | 0.5 | -2 | 1 | 0.51 | 24 | -3
> COc1ccc(/C=C/C(=O)c2ccc(Cl)s2)cc1O
  -2 | -17 | -0.9 | -1.6 | 3 | -1 | 0.075 | 10 | -15
> CC(C)(CNC(=O)c1ccc(Cl)c(S(=O)(=O)N2CCc3ccccc3C2)c1)N1CCOCC1
  31 | 0 | -0.2 | -4.7 | 12 | 5 | -0.014 | 12 | -2
> CN(C)c1ccc(CNC(=O)C2CCN(S(=O)(=O)c3ccc4c(c3)CCC(=O)N4)CC2)cc1
  1 | 17 | 0.1 | -1.5 | 26 | -2 | . | 0 | -22
> Cc1cccc(NC(=O)Cn2c(/C=C/c3ccccc3)nc3ccccc32)c1
  -3 | -11 | -0.1 | 1.6 | -7 | -15 | 0.04 | 3 | -16
> C/C(CC(=O)Nc1ccccc1Br)=N\NC(=O)C(=O)N1CCCC1
  -3 | 6 | -0.4 | -2.4 | 10 | -21 | . | 0 | -24
> COc1cc(CN2CCN(c3ccc(C)cc3)CC2)cc([N+](=O)[O-])c1O
  117* | -5 | -0.1 | -0.7 | 1 | -2 | 0.62 | 0 | -7
> O=C(COCC(=O)NCc1ccccc1)NCc1ccccc1
  30 | -5 | 10 | 0.3 | 6 | -4 | . | 16 | -2
> CCCNC(=S)N1CCC(C(=O)c2ccc3c(c2)OCCO3)CC1
  13 | 3 | 2.1 | 0.5 | 2 | 4 | -1 | -2 | -20
> CC1Cc2ccccc2N1C(=S)NC(=O)c1ccc(Cl)cc1Cl (stereo unspecified)
  -7 | -2 | 0.1 | 1.3 | 8 | -4 | 51* | 0 | -6
> O=Cc1c(Sc2ccccn2)nc2ccccn2c1=O
  -5 | 12 | -0.6 | -2.3 | 20 | 3 | 0.32 | 7 | -2
> CCOC(=O)c1[nH]c2cc(OC)c(OC)cc2c1NC(=O)c1ccc2c(c1)OCO2
  -5 | 17 | 2.0 | -0.7 | 20 | -5 | . | 0 | -1
> COc1ccc(CN(CC(=O)NCC2CCCO2)C(=O)CCC(=O)Nc2cc(C)on2)cc1 (stereo unspecified)
  5 | -8 | 0.1 | -1.9 | 2 | -2 | -0.01 | 1 | 1
> O=C(CCn1c(=O)[nH]c2ccccc2c1=O)N1CC=C(c2ccccc2)CC1
  -56 | -4 | 1.9 | -0.5 | 1 | -15 | -1.1 | 28 | 2
> CCC(=S)/C=C1\Sc2ccccc2N1CCCS(=O)(=O)O
  -2 | -8 | 0.2 | -0.3 | -13 | -2 | 0.13 | -1 | -1
> Cc1cc(NC(=O)C(=O)NCc2cccc(Cl)c2)no1
  16 | -1 | 1.1 | 3.7 | 3 | -5 | 0.67 | 9 | 0

Entries of single compounds from above. Screens in order: Rad51 HR inh	FXIa inh 1536	zVAD death inh	TNF necrop inh	FXIIa inh	thrombin 1536	KCC2 mod	Hck-Nef inh	KLK5 inh
Listed for Cc1ccccc1C(=O)Oc1ccccc1N1C(=O)C2CC=CCC2C1=O (stereo unspecified) : -4	-4	0.9	1.5	2	-16	0.033	0	-25
Listed for Cc1cccc(NC(=O)Cn2c(/C=C/c3ccccc3)nc3ccccc32)c1 : -3	-11	-0.1	1.6	-7	-15	0.04	3	-16

Continued.
Below each SMILES: Rad51 HR inh | FXIa inh 1536 | zVAD death inh | TNF necrop inh | FXIIa inh | thrombin 1536 | KCC2 mod | Hck-Nef inh | KLK5 inh
> C=C1C2(C(=O)NCc3ccco3)CCC(C2)C1(C)C (stereo unspecified)
  -1 | -1 | -0.5 | -1.2 | 9 | 0 | -0.12 | 2 | 0
> CC1CCCN1CC#CC(O)(c1ccccc1)c1ccccc1 (stereo unspecified)
  . | -2 | -0.6 | 3.8 | 4 | -9 | 0.96 | 18 | -1
> C/C=C\C=C/C(=O)Nc1cccc(C2=NOC3(C2)C[C@@H](C(N)=O)N(C(=O)COc2ccc(Cl)cc2)C3)c1 (stereo partly specified)
  -1 | 3 | -0.4 | 1.2 | 4 | -6 | 0.28 | 6 | 2
> O=C1CC(c2ccccc2)c2c(O)cc(O)cc2O1 (stereo unspecified)
  8 | -1 | 0.4 | -1.1 | 4 | 1 | 1.2 | -21 | -8
> CCOc1ccccc1NC(=O)COC(=O)Cc1ccc(-c2ccccc2)cc1
  -7 | 2 | 0.1 | 1.7 | 4 | -17 | -0.13 | 1 | -7
> CC(=O)c1cccc(N(C(=O)c2ccco2)C(C(=O)NC2CCCC2)c2ccncc2)c1 (stereo unspecified)
  -12 | -6 | -0.5 | -3.1 | 15 | 6 | 0.82 | 1 | -15
> CC(=O)NC(C)c1nc2ccccc2n1C(C)C (stereo unspecified)
  0 | -1 | 0.7 | -0.1 | 14 | -1 | 0.22 | 20 | -1
> O=C(NCCC1=CCCCC1)C1CCN(S(=O)(=O)c2cccc3nsnc23)CC1
  10 | 0 | 0.0 | -0.3 | 13 | -4 | . | 0 | -17
> CCC(C)(C)n1nnnc1C(c1cc2cc(C)cc(C)c2[nH]c1=O)N1CCCC1 (stereo unspecified)
  -11 | 1 | 1.3 | 1.9 | 14 | -2 | -0.083 | 5 | 3
> COc1ccc(CNc2cc(C)ccc2C)c(OC)c1OC
  -4 | -23 | 0.7 | -1.9 | -16 | -4 | . | 3 | 5
> O=C(c1cccs1)N1CCc2c([nH]c3ccccc23)C1c1ccccn1 (stereo unspecified)
  . | -1 | -0.7 | 0.9 | 7 | -2 | -0.27 | -1 | 3
> COc1cc2cc(CN(Cc3cccnc3)C(=O)NCc3ccccc3)c(=O)[nH]c2cc1OC
  -3 | -15 | 0.0 | -1.6 | -12 | -2 | 0.52 | -1 | -21
> CC(Sc1nnnn1C)C(=O)Nc1ccc2c(c1)OCCO2 (stereo unspecified)
  -19 | -9 | 3.7 | 0.9 | 0 | 10 | 0.3 | 23 | -3
> COc1ccc(-c2cc(C(=O)Nc3c(C)nn(Cc4ccc(Cl)cc4)c3C)no2)cc1
  -5 | -3 | 0.3 | -0.9 | -1 | 2 | 0.55 | 11 | -6
> Cc1ccc(-c2c[n+](CC(=O)Nc3ccc(C)cc3C)c3n2CCC3)cc1
  . | -5 | 0.1 | -3.9 | -1 | -8 | 0.57 | 18 | -6
> Cc1c(C(=O)NCCCN2CCOCC2)oc2ccc(S(=O)(=O)N3CCOCC3)cc12
  11 | -4 | 1.0 | 0.4 | 3 | -14 | 0.45 | 24 | 1
> COc1ccc(/C=N/NC(=O)c2cccc(NC(=O)c3ccccc3Cl)c2)c(OC)c1
  37 | -3 | 0.2 | 0.3 | 4 | 2 | -1.9 | 13 | -12
> COC(=O)c1ccc2c(=O)n(CCN3CCOCC3)c(SCC(=O)C(C)(C)C)nc2c1
  7 | -2 | -0.3 | -0.2 | 3 | 2 | . | 0 | -1
